M5 antag – CHRM5 antagonism in calcium assay; P08912; CHO-hM5 cells, Fluo-8 calcium fluorescence, ACh EC80; inhibition, % at 3 µM; 360,000 tested, 0.59% active;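 active = inhibition above a per-plate cutoff, the mean of that plate's test compounds plus 3 SD, cut at about 27% in these data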;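 also: 0% = acetylcholine EC80 with DMSO and 100% = DMSO without agonist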
Target sequence (P08912 whole entry, looked up): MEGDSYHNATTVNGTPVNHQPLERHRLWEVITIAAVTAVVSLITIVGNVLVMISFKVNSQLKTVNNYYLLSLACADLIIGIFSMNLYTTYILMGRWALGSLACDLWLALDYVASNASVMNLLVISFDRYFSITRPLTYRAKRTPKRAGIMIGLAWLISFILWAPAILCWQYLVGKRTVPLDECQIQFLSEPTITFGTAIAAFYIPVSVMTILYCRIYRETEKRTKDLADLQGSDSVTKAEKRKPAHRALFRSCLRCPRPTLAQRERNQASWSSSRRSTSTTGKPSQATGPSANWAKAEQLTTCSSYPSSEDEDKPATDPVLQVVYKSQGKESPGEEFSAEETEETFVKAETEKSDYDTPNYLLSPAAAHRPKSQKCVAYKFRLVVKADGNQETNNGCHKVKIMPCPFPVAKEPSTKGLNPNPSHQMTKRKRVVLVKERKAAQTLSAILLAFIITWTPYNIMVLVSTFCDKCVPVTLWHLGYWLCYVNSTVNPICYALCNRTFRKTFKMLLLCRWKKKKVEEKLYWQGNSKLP
M1 PAM – human CHRM1 positive allosteric modulation. activation, % at 3 µM. CHO-K1 hM1, Fluo-8 calcium fluorescence, ACh EC20; 0% = ACh EC20, 100% = maximal ACh. AID 588819. P11229. 360,000 tested, 0.088% active; in the data active = activation above about 19%, passing the limit was not always enough
Target sequence (P11229 whole entry, looked up): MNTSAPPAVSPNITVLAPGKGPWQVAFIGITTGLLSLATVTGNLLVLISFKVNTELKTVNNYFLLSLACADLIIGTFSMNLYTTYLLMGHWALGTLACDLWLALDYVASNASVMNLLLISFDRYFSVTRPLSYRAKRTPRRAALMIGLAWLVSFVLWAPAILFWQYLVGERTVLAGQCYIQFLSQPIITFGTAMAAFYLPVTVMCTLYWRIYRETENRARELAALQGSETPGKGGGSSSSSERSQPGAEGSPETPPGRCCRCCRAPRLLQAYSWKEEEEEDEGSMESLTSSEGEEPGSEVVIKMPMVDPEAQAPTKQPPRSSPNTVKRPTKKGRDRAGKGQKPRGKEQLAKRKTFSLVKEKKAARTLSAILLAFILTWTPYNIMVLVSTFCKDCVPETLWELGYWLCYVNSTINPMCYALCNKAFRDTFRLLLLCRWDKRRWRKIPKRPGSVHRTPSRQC
CRFR2-BP ag – CRF-BP/CRF-R2 complex agonism | AID 588473 | activation, % at 13.2 µM | 350,000 tested, 0.46% active | HEK293 CRF-R2/CRF-BP, calcium dye fluorescence (FLIPR); percent of saturating CRF peptide response;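 active = activation of at least 50%, plus an integration ratio under a set limit after plate pattern correction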;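 also: plate controls were neutral control wells without compound for no effect and CRF at EC100 for full effect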
M5 ag – agonists of human muscarinic M5 receptor (CHRM5) | 360,000 tested, 0.19% active | P08912 | CHO-K1 hM5 cells, Fluo-8 calcium fluorescence; 0% DMSO wells, 100% maximal acetylcholine response | AID 624037 | activation, % at 3 µM;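 active = activation above the run's mean over test compounds plus 3 SD, cut at about 23% in these data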;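 also: signal is peak over basal fluorescence ratio across the kinetic read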
M4 ag – agonists of human muscarinic M4 receptor (CHRM4); P08173; activation, % at 3 µM; CHO-K1 hM4/Gqi5, Fluo-8 calcium fluorescence; vehicle 0%, full acetylcholine response 100%; 360,000 tested, 0.14% active;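 active = activation above the run mean over all test wells plus 3 SD, cut at about 32% in these data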;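 also: peak over basal fluorescence ratio per well then scaled between controls; 0% = DMSO wells and 100% = acetylcholine at EC100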
CHRM4 PAM – CHRM4 positive allosteric modulation; AID 624126; activation, % at 3 µM; CHO-K1 hM4/Gqi5, Fluo-8 calcium fluorescence, ACh EC20; 0% = ACh EC20, 100% = maximal ACh; 360,000 tested, 0.4% active; P08173;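 active = activation above its plate's cutoff, the mean activation of sample wells plus 3 SD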; also: some results filed as inactive read as strong as hits
CHRM4 antagonist – blocks acetylcholine activation of human M4 receptor; CHO-hM4 cells, ACh EC80, Fluo-8 calcium fluorescence; inhibition, % at 3 µM; 360,000 tested, 0.73% active; AID 624125;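 active = inhibition above its plate's cutoff, the mean inhibition of sample wells plus 3 SD, cut at about 27% in these data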;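 also: 0% = acetylcholine EC80 with DMSO and 100% = DMSO without agonist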
M5 PAM – potentiates acetylcholine response at human M5 receptor; activation, % at 3 µM; CHO-K1 hM5, Fluo-8 calcium, ACh EC20 PAM; 0% = ACh EC20, 100% = ACh EC100; P08912; 360,000 tested, 0.3% active;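 active = activation above the run cutoff, the mean activation of all test compounds plus 3 SD, cut at about 18% in these data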
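System – CHO-K1 hM5 cells · Compound – 3 µM, single dose · Incubation – compound preincubation 140 s before EC20 acetylcholine addition · Technique – Fluo-8 calcium fluorescence · Measure – Max/basal fluorescence ratio as % of EC20–EC100 ACh window · Benchmarks – low control EC20 acetylcholine (0%), high control EC100 acetylcholine (100%) · Replication – singlicate, one well per test compound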
CRFR2-BP antag – blocks CRF-induced signaling of the CRF-BP/CRF-R2 complex; HEK293 CRF-R2/CRF-BP, CRF-induced calcium fluorescence; inhibition, % at 11.8 µM; 350,000 tested, 0.59% active;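 active = inhibition of the ligand-induced calcium signal above about 50% at the single tested concentration, limit read from the data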
Numbers without * were called inactive; . = not tested or not shown.

nr	SMILES	M1 PAM	CRFR2-BP antag	M5 ag	M5 antag	CHRM4 PAM	M5 PAM	M4 ag	CHRM4 antagonist	CRFR2-BP ag
1	CCc1ccccc1NC(=S)N(Cc1ccc(C(=O)O)cc1)Cc1ccc(OC)c(OC)c1	11	6	6	2	-2	5	0	0	-0.1
2	CC(=O)c1ccc(NC(=O)CCNC(=O)c2ccc(Cl)cc2)cc1	0	20	-1	3	-4	-3	3	12	-0.9
3	Cc1cccc(NS(=O)(=O)c2ccc(C(=O)NCC3CCCO3)cc2)c1C (stereo not given)	2	3	5	4	-3	-1	8	1	-0.1
4	O=C(NCCNC(=O)c1ccc(Br)o1)c1ccc(Br)o1	-5	-7	0	1	-2	-3	1	9	-0.2
5	Cn1c2ccccc2c2cc(/C=C(\NC(=O)c3ccccc3)C(=O)O)ccc21	10	1	-6	-5	-6	11	0	0	-1.5
6	CCS(=O)(=O)c1ccc(O)c(NC(=O)/C=C/c2ccccc2)c1	-2	-10	1	6	-1	-6	2	0	-0.3
7	Cc1cc(Cl)c2ccc3ccccc3c2n1	6	-10	4	12	1	-3	1	2	-0.3
8	CCN(CC)S(=O)(=O)c1ccc(N2CCCCC2)c(NC(=O)/C=C/c2cc(OC)c(OC)c(OC)c2)c1	6	21	4	2	-6	-4	0	6	-2.5
9	O=C(Cn1cnc2ccccc21)N/N=C/c1ccc([N+](=O)[O-])cc1	4	10	-4	2	-2	-6	1	-9	-1.2
10	CCCCn1c(SCC(=O)N2CCc3ccccc32)nnc1-c1ccncc1	6	10	1	3	3	-5	2	8	-3.6
11	CCC(=O)N1CCc2cc(S(=O)(=O)NC(C(=O)Nc3cccc(C)n3)C(C)C)ccc21 (stereo not given)	2	-6	-7	-1	2	2	0	6	1.2
12	CCOc1ccc(NC(=O)c2ccc3c(=O)n(-c4ccc(OC)cc4OC)c(=S)[nH]c3c2)cc1	-7	.	10	7	-3	-9	22	7	.
13	COc1ccc(N2CCN(CC(O)COC(c3ccc(F)cc3)c3ccc(F)cc3)CC2)cc1 (stereo not given)	-14	-17	-6	12	-10	-3	1	3	-1.2
14	COc1ccc2[nH]c(C(=O)Nc3ccc4c(c3)OCO4)cc2c1	-1	22	9	-5	-8	-4	10	-11	2.4
15	COc1cc(NC(=O)c2cc(S(=O)(=O)N3CCCCC3)ccc2N2CCOCC2)cc(OC)c1	11	12	1	-5	5	11	0	7	-0.8
16	Cc1nnsc1C(=O)NNC(=O)c1ccc(C(F)(F)F)cc1	-11	7	7	16	-21	-14	11	1	-0.2
17	COC(=O)[C@@]1(Cc2ccccc2)[C@H]2C(=O)N(C)C(=O)[C@H]2[C@H]2CN=C(SC)N21	7	-7	2	-10	2	-3	1	-8	-3.3
18	CC(=O)N1CCN(c2ccnc3cc(Cl)ccc23)CC1	13	2	-1	5	11	2	1	0	-1.4
19	COc1cc(OC)cc(C(=O)OCC(=O)Nc2ccc3[nH]c(=O)[nH]c3c2)c1	6	13	-1	1	0	-1	0	7	-1.2
20	O=C(NNS(=O)(=O)c1ccccc1[N+](=O)[O-])c1cc2ccccc2cc1O	-1	9	-2	-2	-8	-4	2	5	0.8
21	CCOC(=O)C1(C)CCN1C(=O)c1ccc(OC)cc1 (stereo not given)	6	.	-1	0	0	-2	1	-1	.
22	O=C(Cn1cnc2c(nnn2Cc2ccc(F)cc2)c1=O)Nc1ccc2c(c1)OCCO2	3	9	-4	11	6	-5	1	3	0.7
23	Cc1cccc(C(=O)Nc2sc3c(c2C(=O)O)CCCC3)c1	1	15	-2	12	-7	-1	0	18	-0.5
24	COc1ccc(-c2c(C#N)c(SCC(=O)c3cc4ccccc4oc3=O)nc(C)c2C(=O)Nc2ccccc2)cc1	5	-37	2	0	-3	-6	2	7	0.8
25	COC(=O)c1ccc(OCCN2CCCCCC2)cc1	-24	2	-10	7	-18	-5	0	19	-0.4
26	O=C(NCc1cccc(Br)c1)c1cc(-c2ccccc2)nn1CC1CC(c2cccc([N+](=O)[O-])c2)=NO1 (stereo not given)	6	12	3	-2	6	7	3	-3	2.6
27	CC1Cc2ccccc2N1C(=O)CSc1nnc(-c2ccccc2)c(-c2ccccc2)n1 (stereo not given)	2	-11	-2	-6	-8	0	-2	3	4.8
28	COc1ccc(Cn2c(C3CC3)nc3ccc(NC(=O)C4CC4)cc3c2=O)cc1	3	-4	-4	11	6	2	1	2	1.7
29	COc1ccccc1-n1c(SCC(=O)O)nc2c(sc(=S)n2-c2ccccc2C)c1=O	11	-7	-2	5	2	3	0	3	0.8
30	O=C1NC(=O)C2(COC(c3cccnc3)OC2)S1 (stereo not given)	11	33	-2	10	7	-3	1	0	0.5
31	Cn1c(=O)c2[nH]c(CCCC(=O)O)nc2n(Cc2ccccc2)c1=S	5	-2	-2	14	3	0	0	-4	-1.3
32	COc1ccc(OC)c(NC(=O)CCC(=O)Nc2nnc(C(C)C)s2)c1	10	8	0	11	11	-2	2	-7	0.0
33	CN(Cc1ccccc1)C(=O)c1cccc(NC(=O)Cc2cccc(NC(=O)C3CCN(C(=O)C4CC4)CC3)c2)c1	16	-16	-3	-9	1	4	0	-9	1.0
34	NC(=O)C1(N2CCCCC2)CCN(S(=O)(=O)c2ccccc2)CC1	9	-3	-1	-4	4	1	2	-9	0.8
35	COc1ccc(NC(=O)C2(N(C(=O)Cn3nnnc3N)c3ccc(OC)cc3)CCCCC2)cc1	7	-6	-3	-6	5	3	3	-20	-0.3
36	CC(=O)c1ccc(NC(=O)CSc2nc(Nc3ccccc3)nc(N3CCOCC3)n2)cc1	8	-11	-4	9	1	0	1	1	0.3
37	COc1ccc(NC(=O)CN(C)C(=O)c2cccc(S(=O)(=O)Nc3ccc(OC)cc3)c2)cc1	16	2	1	-2	0	0	1	-1	-0.2
38	COc1ccc(C(=O)NCCCN2CCOCC2)cc1S(=O)(=O)N1CCCc2ccccc21	3	-4	-4	11	1	0	3	1	-2.2
39	[N-]=C=C1C(=S)NC(=O)[C@H]([n+]2ccccc2)[C@H]1c1ccc(Cl)cc1	-2	1	0	5	-7	-3	0	13	0.5
40	COc1ccc(Cc2nnc(NC(=O)Cn3cnc4c3c(=O)n(C)c(=O)n4C)s2)cc1OC	6	11	1	-1	10	-2	-1	-7	-2.8
41	Cc1cc(-c2cn3ccccc3n2)c(C)n1-c1ccccc1	-19	-4	-6	-1	-22	-15	0	41*	-0.4
42	COc1ccc(C(=O)c2ccc3oc(-c4ccc(OC)cc4)c(-c4ccc(O)cc4)c3c2)cc1	1	-14	0	4	8	-2	2	1	0.5
43	Cc1ccc(N(C)S(=O)(=O)c2cccc(C(=O)N(C)Cc3cnn(-c4ccccc4)c3)c2)cc1	-17	8	2	7	-7	-6	13	-4	0.9
44	CCOc1ccccc1CN1CCN(CCCn2cccn2)CC1CCO (stereo not given)	6	2	-4	10	1	-5	1	-5	-2.2
45	O=C(CN1C(=O)NC2(CCCC2)C1=O)Nc1ccc(OC(F)(F)F)cc1	10	-19	-1	2	0	1	1	5	0.2
46	O=C(CSc1ccc(-c2cccnc2)nn1)Nc1ccccc1F	7	-9	0	-4	-2	-7	3	7	-0.3
47	Cc1nc(SCC(=O)N2CCNC2=O)c2ccccc2n1	-2	15	4	5	4	12	3	-7	-2.4
48	CC12CC3(C)CC(C)(C1)CC(C(=O)NCCc1ccc(S(N)(=O)=O)cc1)(C2)C3	12	5	-3	-2	7	2	1	-1	-0.1
49	COc1ccc(CNC(=O)CN(Cc2ccccc2)C(=O)CCC(=O)Nc2nccs2)cc1	-5	16	-1	2	-4	-1	5	13	-0.7
50	C#CCOCCOCCOCCNc1nc(N2CCN(C(=O)[C@H](CCC(=O)O)n3cc([C@@H](N)CCCCN)nn3)CC2)nc(N2CCN(C(=O)[C@H](CCC(=O)O)n3cc([C@@H](N)CCCCN)nn3)CC2)n1	-1	1	1	3	-4	-3	0	1	0.5
51	Oc1ccc(C[C@H]2CNCCN2CCC23CC4CC(CC(C4)C2)C3)cc1	12	-4	5	4	2	6	6	9	-1.1
52	CCN(CC)c1ccc(C=Nc2ccc(OC)c(S(=O)(=O)N3CCOCC3)c2)c(O)c1	10	4	1	4	4	6	0	-8	-0.1
53	O=C(CCc1nnc2ccc(NCc3ccco3)nn12)Nc1cccc(F)c1	-5	-4	-1	13	-7	-6	0	-7	1.6
54	CCCCC(c1nnnn1CC1CCCO1)N1CCN(c2nc3ccccc3s2)CC1 (stereo not given)	0	24	-6	-5	0	1	2	-1	-1.4
55	O=C(c1ccc(Cl)cc1)N1CCC(C(=O)N2CCN(c3ncccn3)CC2)CC1	-1	16	0	-3	1	8	0	4	-0.3
56	CCOc1ncccc1C(=O)OCC(=O)NC1CCCCC1	1	-7	5	10	13	-12	2	-5	-0.4
57	O=C(NCc1cccc(Cl)c1)c1ccc(S(=O)(=O)N2CCCCC2)cc1	-2	12	1	-2	-2	-3	6	2	-1.5
58	CC1=NN(c2ccc(N)cc2)C(=O)C1	10	-2	-1	4	7	3	0	3	-0.7
59	Cc1c(O)ccc2c(CN3CCOCC3)cc(=O)oc12	7	4	-1	-2	3	1	2	3	-0.4

In another format: results already given
[24] COc1ccc(-c2c(C#N)c(SCC(=O)c3cc4ccccc4oc3=O)nc(C)c2C(=O)Nc2ccccc2)cc1
  M1 PAM: 5
  CRFR2-BP antag: -37
  M5 ag: 2
  M5 antag: 0
  CHRM4 PAM: -3
  M5 PAM: -6
  M4 ag: 2
  CHRM4 antagonist: 7
  CRFR2-BP ag: 0.8
[25] COC(=O)c1ccc(OCCN2CCCCCC2)cc1
  M1 PAM: -24
  CRFR2-BP antag: 2
  M5 ag: -10
  M5 antag: 7
  CHRM4 PAM: -18
  M5 PAM: -5
  M4 ag: 0
  CHRM4 antagonist: 19
  CRFR2-BP ag: -0.4

Bioassay records as filed in PubChem BioAssay.
